# Compound activity as filed in PubChem.
# NALP3 yeast inh – NALP3 inhibition in yeast; Yeast reconstituted NLRP3/ASC/caspase-1, beta-gal luminescence, 24 h; inhibition, % at 10 µM; 330,000 tested, 0.39% active;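 active means inhibition of 50% or more; inactive means inhibition below 50%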;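 further: plate controls were induced DMSO wells for no effect and uninduced yeast grown without galactose for full effect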
# MIN6 prolif – inducers of beta-cell replication in MIN6 cells | AID 2380 | MIN6 cells proliferation, ATPlite luminescence, 48 h; cells starved in 0.2% serum; 100% = growth in 10% serum | proliferation, % at 10 µM | 330,000 tested, 0.29% active;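 active means compounds whose signal lies at least 3.5 SD above the mean of all wells on their plate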;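 further: 0% = DMSO-treated cells in low-serum medium and 100% = 10% serum control; some compounds called inactive have numbers as strong as hits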
# GRIN3A LBD mod – modulators (binders) of human NR3A ligand-binding domain; NR3A LBD differential scanning fluorimetry, Tm shift; 0% = protein alone, 100% = glycine-bound protein; Tm shift relative to glycine control, % at 25 µM; 340,000 tested, 2.5% active; AID 1259313;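 active means melting temperature shift of at least 10% of the positive control shift, at one fixed dose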
# TIM10 inh – TIM10 yeast growth inhibition. 330,000 tested, 1.4% active. S. cerevisiae TIM10 strain growth, BacTiter-Glo luminescence, 24 h. inhibition, % at 10 µM;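 active means inhibition of 40% or more at the single tested concentration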;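 further: wild-type TIM10 isogenic control strain grown at permissive 25 °C; 0% = DMSO yeast wells and 100% = minimal medium wells without yeast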
# tim10-1 inh – inhibits growth of tim10-1 mutant yeast. S. cerevisiae tim10-1 ts strain growth, BacTiter-Glo, 24 h. inhibition, % at 20 µM. 330,000 tested, 2.2% active;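 active means inhibition of at least 40%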;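 further: mutant grown at 25 °C; 0% = DMSO wells with yeast and 100% = wells holding no yeast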
# MPTP inh – blocks calcium-induced mitochondrial swelling; isolated mouse mitochondria, Ca2+ swelling absorbance, 30 min; 360,000 tested, 1.4% active; inhibition, % at 10 µM;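 active means inhibition of 50% or more, scaled per plate between neutral and stimulator controls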;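 further: 0% = DMSO wells given calcium and 100% = 1 mM EGTA wells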
# APJ antagonist – APJ receptor antagonism. inhibition, % at 20 µM. 330,000 tested, 0.32% active. CHO-K1 APJ beta-arrestin complementation, luminescence. P35414. AID 2521;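 active means inhibition above about 40% at 20 µM, limit read from the data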;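 further: cells challenged with 10 nM apelin-13 agonist together with compound; plate controls were apelin-13 plus DMSO wells for no effect and DMSO wells lacking apelin-13 for full effect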
# Target sequence (P35414 whole entry, looked up): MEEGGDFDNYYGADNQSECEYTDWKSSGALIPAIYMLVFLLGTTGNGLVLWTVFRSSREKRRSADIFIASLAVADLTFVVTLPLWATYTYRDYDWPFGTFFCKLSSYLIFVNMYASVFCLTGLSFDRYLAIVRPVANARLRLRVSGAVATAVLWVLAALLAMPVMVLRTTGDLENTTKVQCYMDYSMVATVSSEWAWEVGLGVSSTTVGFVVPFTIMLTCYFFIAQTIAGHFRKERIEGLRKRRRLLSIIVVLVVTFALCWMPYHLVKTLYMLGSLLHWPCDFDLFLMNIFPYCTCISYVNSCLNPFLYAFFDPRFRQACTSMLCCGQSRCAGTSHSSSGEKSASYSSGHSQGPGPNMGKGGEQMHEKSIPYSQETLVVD
# tim23-1 inh – growth inhibitors of tim23-1 mutant yeast. inhibition, % at 20 µM. AID 463212. 330,000 tested, 1.3% active. S. cerevisiae tim23-1 growth, BacTiter-Glo luminescence, 24 h;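 active means growth inhibition of the mutant yeast at or above 50%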;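 further: temperature-sensitive mutant grown at 25 °C; plate controls were DMSO-treated mutant yeast for no effect and medium wells lacking yeast for full effect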
# APJ ag – APJ receptor agonism; P35414; CHO-K1 APJ PathHunter beta-arrestin, luminescence; 0% DMSO wells, 100% apelin; activation, % at 20 µM; 330,000 tested, 0.11% active; AID 2520;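 active means activation more than six SD over the plate average, tested at 20 µM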;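 further: 0% = DMSO alone and 100% = apelin-13 at 10 nM; some results filed as inactive read as strong as hits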
#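 Test system: CHO-K1 APJ beta-arrestin complementation cell line | Compound: Single test compound dose, 20 µM final, 1% DMSO | Incubation: Compound 90 min 25 °C, reagent 1 h | Measured by: beta-gal luminescence | Read-out basis: APJ–arrestin association signal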
# An asterisk follows results filed as active; . = not tested or not shown.
SMILES,NALP3 yeast inh,MIN6 prolif,GRIN3A LBD mod,TIM10 inh,tim10-1 inh,MPTP inh,APJ antagonist,tim23-1 inh,APJ ag
CC1(C)CC(=O)C(C=Nc2ccc3[nH]ncc3c2)=C(O)C1,8.5,1.2,-1.3,10.9,9.6,-0.7,-3.4,7.2,3.5
O=C(OC1CCCCC1=O)c1cc(Cl)ccc1[N+](=O)[O-] (stereo not given),12.4,-2.2,-2.0,19.0,45.0*,-1.7,-7.9,44.1,1.1
O=C(NCC1CCCO1)c1nc2c(nnn2Cc2ccc(F)cc2)c(=O)[nH]1 (stereo not given),5.0,-3.8,2.0,-2.7,-10.0,-1.2,0.0,0.1,-4.8
O=c1cccc(-c2ccc(Br)cc2)o1,16.9,-2.4,-2.6,-1.9,4.0,-1.8,10.4,2.3,4.9
Cc1ccc(CC2C(=O)N(c3cc(Cl)ccn3)C(=O)C2C)cc1 (stereo not given),4.5,-1.3,-2.4,19.0,24.8,2.2,-2.5,36.2,3.4
C=CCNC(=S)NC1CC(C)(C)NC(C)(C)C1,8.6,0.0,-2.9,6.3,-1.4,0.5,0.5,9.4,-1.2
Cc1cccc(-n2c(O)c(C=Nc3ccccc3)c3ccccc3c2=O)n1,8.8,-2.1,-1.9,10.4,27.7,-0.9,-2.1,22.5,-1.5
OCCC1CN(CCCc2ccccc2)CCN1CCc1ccccc1 (stereo not given),24.0,-2.0,-3.0,-58.3,-67.5,1.2,-10.7,-38.6,-2.0
CCC(CC)C(=O)Nc1c2c(nn1-c1ccc(C)cc1)CS(=O)(=O)C2,16.2,0.3,1.2,5.0,-2.5,-0.3,1.9,3.1,-2.3
CCOC(=O)N1CCN(C(=O)C(C)NC(=O)c2ccco2)CC1 (stereo not given),12.1,0.4,-0.7,-7.5,-9.7,0.2,10.1,-11.7,-1.4
O=C(CSC1=NCCN1)NC12CC3CC(CC(C3)C1)C2,8.6,-3.2,3.7,2.5,-17.7,0.5,19.4,13.9,-4.4
Cn1ccnc1C1CCCCN1C(=O)c1cc(COc2ccc(F)cc2F)on1 (stereo not given),0.8,-4.0,-0.9,-31.5,4.9,2.9,8.4,9.2,-0.5
Nc1nc(SCC(=O)Nc2ccc([N+](=O)[O-])cc2)[nH]c(=O)c1NC(=O)c1ccc(Br)o1,10.6,-1.7,1.1,-10.8,-16.1,-0.6,0.2,-20.7,-6.6
COc1ccc(S(=O)(=O)NCc2cc(=O)n(C)c(=O)n2C)cc1F,8.6,2.7,-1.4,0.6,-1.8,-1.7,4.6,-6.0,4.1
CN(CC(=O)Nc1c(Cl)cccc1Cl)C(=O)c1cc(S(=O)(=O)N(C)C)ccc1N1CCCC1,23.8,2.3,1.0,4.6,9.0,-0.3,-8.2,-2.3,-3.9
COc1cccc(NC(=S)N(CCCN2CCC(C)CC2)Cc2cccs2)c1,3.4,-4.1,-1.2,-13.9,0.5,3.9,-16.1,18.5,-1.2
COC(=O)c1ccc(S(=O)(=O)N(Cc2ccccc2)Cc2ccccc2)n1C,15.6,-2.1,-1.4,24.9,7.1,5.2,-5.7,13.9,-2.2
O=C(CS(=O)(=O)c1ccc(Cl)cc1)Nc1nnc(-c2cccs2)o1,6.6,7.6,0.4,-3.5,18.7,-1.6,5.7,9.3,-3.8
COc1cc(OC)c(OC)cc1/C=N/NC(=O)CSc1ccccc1F,18.6,-4.1,-1.3,11.3,25.4,-0.8,8.9,19.2,-2.8
Cc1csc(SCC(=O)NC(=O)NCCC(C)C)n1,18.9,-3.2,-2.0,5.2,-8.1,0.7,-28.3,14.1,-2.6
CSc1ncc(Cl)c(C(=O)NCc2ccc3c(c2)OCO3)n1,9.5,-0.7,-9.7,-9.1,-4.7,-0.5,-12.7,7.2,-3.4
CN(C)S(=O)(=O)N(CC(=O)Nc1ccc2ccccc2c1)c1ccccc1,4.8,1.6,-10.4,2.4,19.5,1.6,12.4,29.6,-3.6
CN(C)CCCN(C(=O)c1ccco1)c1nc2cc3c(cc2s1)OCO3,19.3,-3.4,-20.9,6.6,10.2,1.5,13.8,6.0,-2.9
COc1ccc(OCC(=O)Nc2cc(-c3nn(C)c(=O)c4ccccc34)ccc2OC)cc1,-0.4,-3.9,-0.4,-30.1,-6.2,5.4,-0.1,-23.8,16.6
CC1(C)C(=O)Nc2ccccc2N1C(=O)COC(=O)CCSc1ccccc1,12.3,0.2,1.2,21.6,13.8,1.0,10.1,18.2,-2.2
C/C=C/C(=O)Nc1cccc(C2=NOC3(C2)C[C@H](C(N)=O)N(C(=O)c2ccccc2C(=O)c2ccccc2)C3)c1 (stereo not given in full),8.8,-1.0,.,-2.3,-13.0,.,-3.6,-7.6,0.0
CC(=O)C1C(c2ccc(Cl)cc2)c2c(noc2C)CC1(C)O (stereo not given),19.9,-0.2,0.3,0.7,-16.5,-0.4,10.9,-1.5,0.7
O=C(Nc1ccc2c(c1)OCO2)c1ccc2c(c1)S(=O)(=O)c1ccccc1C2=O,20.5,-1.3,-0.6,-0.4,-14.7,1.0,-86.9,-0.1,15.8
CC(C)(C)NC(=O)C(OC(=O)c1cccs1)c1ccccc1 (stereo not given),41.2,-0.7,-2.3,28.7,19.9,-0.3,15.0,26.7,-3.7
CCOC(=O)c1sc2ncnc(NCC(c3cccs3)N(C)C)c2c1C (stereo not given),16.4,-5.1,-0.8,7.1,33.4,16.3,3.2,44.0,-1.5
COc1ccc(C(CNC(=O)c2oc3ccc(Cl)cc3c2C)N2CCCCC2)cc1 (stereo not given),11.6,-6.6,0.2,18.2,46.8*,2.4,-6.1,25.3,-3.7
COc1nc(-c2ccccc2)ccc1-c1noc(C)n1,34.7,0.9,-0.3,1.3,24.1,-0.4,3.4,27.7,-2.3
O=C(NC(=S)N1CCCC1)c1ccc(Cl)cc1Cl,14.7,-4.2,-1.7,9.1,28.4,-1.0,3.3,32.0,-3.8
CCN(CC)S(=O)(=O)c1cccc(NC(=O)C2CC(=O)N(c3ccc4c(c3)OCCO4)C2)c1 (stereo not given),28.6,-0.4,-2.3,-0.9,7.0,1.5,5.6,12.1,6.3
COC(=O)C1=C(C)NC(=O)/C1=C\c1ccco1,32.1,-0.7,-1.5,10.6,-11.5,-0.7,3.7,-6.1,-2.4
Cc1ccc2cc(CCNC(=O)c3ccc(S(=O)(=O)N4CCCCC4)cc3)c(=O)[nH]c2c1,12.0,-3.7,1.3,4.2,19.6,2.9,-1.0,32.4,-1.9
COc1ccc(CNC(=O)CN(C)S(=O)(=O)c2ccc3c(c2)c(=O)n(C)c(=O)n3C)cc1,17.2,5.0,8.1,8.8,11.3,0.2,22.6,21.4,3.7
COc1ccccc1CCc1nnc(CCC(=O)N(C)Cc2cccc3cnccc23)o1,2.9,-3.5,0.1,18.3,16.4,3.2,6.9,-9.6,-2.6
Cc1nc2scc(C)n2c(=O)c1S(=O)(=O)N1CCN(c2ccccc2)CC1,8.3,0.0,-1.9,11.5,24.2,-0.8,9.4,19.1,-1.0
CCc1ccccc1N(C)S(=O)(=O)c1ccc2[nH]cc(C(=O)O)c(=O)c2c1,11.5,1.3,-4.6,-5.3,25.5,11.1,-3.3,0.5,0.7
CC(C)c1nc(SCC(=O)N2CCCc3ccccc32)c2c(=O)n(C)c(=O)n(C)c2n1,16.3,-7.3,0.2,-17.9,1.1,0.6,5.8,21.7,-3.5
COc1ccc(CN2CCN(CCC(C)C)C(CCO)C2)cc1Cn1cncn1 (stereo not given),9.8,0.0,0.4,1.6,9.5,1.3,-1.6,5.5,-2.3
COc1ccc(CCn2c(SCC(=O)Nc3cc(C)on3)nc3ccccc3c2=O)cc1OC,7.2,-1.1,6.3,-17.5,4.2,2.5,6.1,-20.2,-4.1
Cc1csc(NC(=O)CCCc2cccs2)n1,-9.2,0.8,-0.8,12.7,21.1,-0.4,3.6,21.9,-5.0
O=C(NC(Cc1c[nH]c2ccccc12)C(=O)O)c1ccc(Br)cc1 (stereo not given),22.1,-2.3,6.0,4.3,11.3,-0.7,-6.2,16.2,-3.2
O=C(NCCCN1CCOCC1)NC1CCCCC1,-8.7,-1.3,-2.6,-0.9,0.8,0.5,8.9,15.5,-1.9
O=C1C(=O)N(Cc2ccco2)C(c2cccc(Cl)c2)/C1=C(\O)c1ccc2c(c1)OCCO2 (stereo not given),8.5,-3.4,1.7,-8.1,15.2,0.7,2.7,14.9,-0.4
CCCCC(=O)Nc1cc2nn(-c3ccc(OC)cc3)nc2cc1C,10.4,-2.2,-8.0,-0.8,9.8,1.7,-19.4,11.3,9.5

# Profiles from above. Screens in order: NALP3 yeast inh | MIN6 prolif | GRIN3A LBD mod | TIM10 inh | tim10-1 inh | MPTP inh | APJ antagonist | tim23-1 inh | APJ ag
# `O=C(NCCCN1CCOCC1)NC1CCCCC1` is listed with -8.7 | -1.3 | -2.6 | -0.9 | 0.8 | 0.5 | 8.9 | 15.5 | -1.9
# `COc1ccccc1CCc1nnc(CCC(=O)N(C)Cc2cccc3cnccc23)o1` is listed with 2.9 | -3.5 | 0.1 | 18.3 | 16.4 | 3.2 | 6.9 | -9.6 | -2.6
# `CCCCC(=O)Nc1cc2nn(-c3ccc(OC)cc3)nc2cc1C` is listed with 10.4 | -2.2 | -8.0 | -0.8 | 9.8 | 1.7 | -19.4 | 11.3 | 9.5
# `O=C(NC(Cc1c[nH]c2ccccc12)C(=O)O)c1ccc(Br)cc1` (stereo not given) is listed with 22.1 | -2.3 | 6.0 | 4.3 | 11.3 | -0.7 | -6.2 | 16.2 | -3.2

# (list continues)
SMILES,NALP3 yeast inh,MIN6 prolif,GRIN3A LBD mod,TIM10 inh,tim10-1 inh,MPTP inh,APJ antagonist,tim23-1 inh,APJ ag
CCCC(CCC)C(=O)OC1C[C@H]2CC[C@@H](C1)[N+]2(C)C (stereo not given in full),5.7,-0.3,-0.5,2.4,-23.7,-1.1,3.7,-6.8,-0.7
Cc1cc(S(=O)(=O)Nc2ccc(F)cc2)c(C)s1,-6.3,-1.9,8.2,0.9,9.9,1.6,-4.3,14.9,-4.1
CC(C)(C)c1nnc(NC(=O)CCS(=O)(=O)Cc2ccccc2)s1,5.8,-0.9,-2.0,12.2,10.1,-1.6,18.3,14.3,-3.3
CC(C)COC(=O)CCNc1n[nH]c(=O)[nH]c1=O,10.7,0.6,1.0,-18.1,-3.0,-1.2,-3.1,15.8,10.0
COc1ccc(S(=O)(=O)NCc2ccncc2)cc1NC(=O)c1ccccc1C,1.9,-1.5,-0.4,-7.4,-16.8,-0.1,-41.1,-12.1,-1.9
COc1ccccc1NC(=O)CSc1nncn1-c1cccnc1,19.6,-0.1,4.8,13.9,5.8,-0.7,25.3,7.0,-0.8
CCOc1ccccc1-c1cc(-c2n[nH]c(=S)n2CC)c2ccccc2n1,21.6,-3.0,2.4,31.1,15.1,-0.5,7.7,13.3,0.1
Cc1cc(/C=N/NC(N)=S)c(C)n1-c1ccc(Cl)cc1,26.7,-5.9,-0.3,-2.4,29.9,5.9,17.9,1.9,-9.2
CCC1CCC2(CC1)NC(=O)N(CC(=O)Nc1cc(C)on1)C2=O (stereo not given),8.1,-0.7,-7.7,1.4,8.5,0.4,3.7,-1.3,0.5
Cc1cccc(NC(=O)CCCCCN2C(=O)[C@@H]3Cc4ccccc4CN3C2=O)c1,18.2,0.3,-0.9,1.0,29.9,0.7,33.6,30.2,1.2
COc1cc(NC(=O)Cn2c([N+](=O)[O-])cnc2C)c(OC)cc1Cl,-4.5,-0.9,-2.3,-6.8,-5.8,0.9,-14.1,0.5,-2.9
